GPT2 inh: GPT2 alanine aminotransferase inhibition; Potency, µM (highest dose often 57.7 µM), for the others: top-dose activity change, negative = inhibition, hits mostly inhibitors; Q8TD30; Recombinant GPT2, coupled pyruvate oxidase/HRP Amplex Red fluorescence; AID 1671188; 100,000 tested, 0.25% active; also: potency is read from the fitted curve at half-maximal effect; nearly all actives have a fitted effect of over 60% in size; many of its hits are not listed in these tables
Target sequence (Q8TD30 whole entry, looked up): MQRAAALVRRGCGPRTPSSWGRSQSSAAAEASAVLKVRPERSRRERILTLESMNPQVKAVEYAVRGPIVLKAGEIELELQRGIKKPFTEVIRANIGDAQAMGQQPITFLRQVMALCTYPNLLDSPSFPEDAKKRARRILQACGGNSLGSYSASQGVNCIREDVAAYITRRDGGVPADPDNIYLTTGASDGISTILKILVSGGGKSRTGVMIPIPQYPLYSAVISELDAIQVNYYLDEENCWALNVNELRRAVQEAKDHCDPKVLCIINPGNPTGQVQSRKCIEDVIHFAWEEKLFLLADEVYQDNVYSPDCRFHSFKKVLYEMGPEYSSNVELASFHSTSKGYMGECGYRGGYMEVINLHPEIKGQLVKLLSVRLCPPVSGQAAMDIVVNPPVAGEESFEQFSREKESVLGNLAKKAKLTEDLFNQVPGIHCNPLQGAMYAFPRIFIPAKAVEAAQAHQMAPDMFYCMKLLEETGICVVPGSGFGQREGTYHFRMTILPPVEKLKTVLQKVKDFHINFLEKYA
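Recombinant GPT2 (10ng/uL) with 250uM a-KG and 2mM L-alanine, 30 min at room temperature, in HEPES pH 7.5 buffer. Pyruvate detected by pyruvate oxidase/HRP/Amplex Red fluorescence after 30 min in the dark; AOA (50uM) as positive control.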
SNCA expr inhib: SNCA gene expression inhibition | 140,000 tested, 0.17% active | AID 1671194 | Potency, µM (titrated, usually from 57.2 µM), inactives show at the top dose activity change, negative = inhibition, actives largely listed as inhibitors | HEK-293 SNCA-luciferase knock-in, luminescence, 24 h;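 also: potency is read from the fitted curve at half-maximal effect; plate controls were DMSO cells for no effect and cell-free wells for full effect; nearly all actives have a fitted effect of over 45% in size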
IP6K1 inh: IP6K1 kinase inhibition. Q92551. IP6K1 kinase, ADP-Glo luminescence, 2 h; stronger effect = lower value. activity change, % (series mostly up to about 58 µM). 140,000 tested, 0.81% active. AID 1645851; in the data active = activity change below about -25%
Target sequence (Q92551 whole entry, looked up): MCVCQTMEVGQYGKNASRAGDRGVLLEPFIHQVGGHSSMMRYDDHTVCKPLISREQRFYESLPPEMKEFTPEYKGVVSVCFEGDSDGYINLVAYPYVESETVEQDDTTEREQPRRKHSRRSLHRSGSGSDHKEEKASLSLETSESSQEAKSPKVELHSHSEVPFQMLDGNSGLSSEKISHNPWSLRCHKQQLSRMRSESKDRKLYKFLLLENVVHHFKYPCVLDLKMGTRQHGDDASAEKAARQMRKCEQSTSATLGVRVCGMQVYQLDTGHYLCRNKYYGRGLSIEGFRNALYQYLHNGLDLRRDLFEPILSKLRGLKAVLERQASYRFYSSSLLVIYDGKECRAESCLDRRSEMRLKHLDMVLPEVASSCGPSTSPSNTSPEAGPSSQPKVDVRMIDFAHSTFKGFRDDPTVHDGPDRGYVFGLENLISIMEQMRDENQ
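ADP-Glo luminescence measures ADP made by human IP6K1 during a 2 h RT reaction with ATP/IP6 (mix at 1.3 mM/130 uM); top library doses 57.5 and 19.1 uM final.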
3T3 cytotox: kills NIH 3T3 cells; NIH 3T3 viability, CellTiter-Glo ATP luminescence, 48-72 h; Potency, µM (series often up to 96.7 µM), for inactives: top-dose activity change, negative = cytotoxicity, usual class: inhibitors; 94,000 tested, 4.3% active; also: potency is read from the fitted curve at half-maximal effect; nearly all actives have a fitted effect of over 55% in size
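Luminescent ATP readout (CellTiter-Glo, 10 min RT) after 48 or 72 hr compound exposure of NIH 3T3 cells seeded at 400 cells/well in 1536-well format; quantitative HTS.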
Luciferase inh: inhibitors of firefly (Photinus pyralis) luciferase; purified P. pyralis luciferase, luminescence, biochemical; Potency, µM (highest dose often 115 µM), for inactives: top-dose activity change, negative = inhibition, usual class: inhibitors; 76,000 tested, 2.5% active; AID 1347043; also: potency is read from the fitted curve at half-maximal effect; nearly all actives have a fitted effect of over 65% in size
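Cell-free enzyme assay, 10nM P. pyralis luciferase, luciferin and ATP each at 10uM. Inhibition profiled over a 6-point titration, read as luminescence.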
SNCA viab count: cell viability loss counter-screen | HEK-293-SNCA-luc viability, GF-AFC fluorescence, 24 h | Potency, µM (series often up to 57.1 µM), for the others: at the highest dose activity change, negative = cytotoxicity, hits mostly cytotoxic | 150,000 tested, 0.12% active | AID 1671193;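 also: potency is read from the fitted curve at half-maximal effect; 0% = DMSO-treated cells and -100% = medium-only wells without cells; nearly all actives have a fitted effect of over 30% in size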
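Cytotoxicity counterscreen: after 24 h compound treatment of genome-edited SNCA-luciferase HEK-293 cells, live-cell protease substrate GF-AFC read by fluorescence after 30 min; activity scaled between DMSO (0%) and medium-only (-100%), curves Hill-fitted.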
HEK293 tox: cytotoxic compounds in HEK 293 cells | 94,000 tested, 6.6% active | HEK 293 viability, ATP luminescence (CellTiter-Glo), 48-72 h | AID 1345083 | Potency, µM (series often up to 115 µM), for the others: at the highest dose activity change, negative = cytotoxicity, most hits filed as inhibitors; also: potency is read from the fitted curve at half-maximal effect; nearly all actives have a fitted effect of over 60% in size
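HEK 293 cells at 250 cells/well were exposed to compounds by pintool transfer for 48 or 72 hr at 37 degree Celsius, 5% CO2. Viability was read as ATP-coupled luminescence with CellTiter-Glo after 10 min at room temperature.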
Active calls of the source: *; i = inactive; u = inconclusive; x = not tested or not shown; & = joins results of further samples; [ ] = another dose, or the depositor's remark. Unless noted, calls follow the shape of the dose curve; as a rule, active = well fitted curve in the direction sought with a large enough effect; inconclusive = small, poorly fitted or top-dose-only effect, or another doubt; inactive = no such curve, though single readings can be large; an effect the other way counts as inactive or inconclusive. Unless noted, % is scaled to controls: 0 for no effect and ±100 for the full control effect.

SMILES	GPT2 inh	SNCA expr inhib	IP6K1 inh	3T3 cytotox	Luciferase inh	SNCA viab count	HEK293 tox
COc1ccc(NC(=O)CCCc2nnc3n(CCC(C)C)c(=O)c4sccc4n23)cc1Cl	x	u	28	x	x	u	x
COc1cc2ccccc2cc1C(=O)Nc1ccc2oc(-c3ccc(F)cc3)nc2c1	x	69%[activator]	0	x	x	2%	x
NCCO[C@H]1C[C@@H](O)C12CCN(S(=O)(=O)c1ccc(F)cc1)CC2	i	-35%	11	-20%	-7%	0%	i
COc1cccc(C(=O)N2CCC(N3C[C@H](O)C[C@H]3C(=O)NCc3cc(F)ccc3F)CC2)c1	i	-15%	4	-9%	0%	-11%	-9%
COC(=O)[C@H](Cc1ccc(OC)cc1)NC(=O)[C@@H]1CNCCN1S(=O)(=O)c1ccccc1	0%	27%	-2	1%	1%	7%	3%
CC(=O)OCC1OC(O[C@H]2CC[C@@]3(C)C(CC[C@]4(C)C3CC=C3[C@@H]5CC(C)(C)CC[C@]5(C(=O)O)CC[C@]34C)[C@]2(C)CO)C(O)C(O)C1OC1OC(C)C(O)C(OC2OCC(O)C(O)C2O)C1O (stereo partly drawn)	i	x	16	x	x	-24%[12.5 µM]	x
CCN(CC)C(=O)C[C@@H]1CCNC[C@@H]1Cc1cc(-c2ccccn2)on1	-19%[88.5 µM]	5%[87.6 µM]	4	-25%[174 µM]	-12%[172 µM]	-3%[87.6 µM]	1%[172 µM]
COC(=O)NC1CCCN(Cc2ccc(-c3cccc(OC)c3)cc2)C1 (stereo not drawn)	i	63%[activator]	-2	u	x	11%	45µM*
Nc1ccc(C(=O)NCC(=O)O)cc1	-3%	-9%[25.6 µM]	-2	x	x	65%[23.9 µM]	x
O=C(Cc1ccccc1)Nc1sc2c(c1C(=O)Nc1ccccc1)CCCCC2	x	30%[activator]	7	x	x	9%	x
COc1ccccc1-c1ccnc(N[C@H]2CO[C@H]3[C@@H]2OC[C@@H]3NS(=O)(=O)c2cccc3cccnc23)n1	-6%	2%	2	-23%	3%	-11%	-19%
O=C(NCC1CC1)c1ccc2nnc(-c3cc[nH]c3)n2c1	1%[88.5 µM]	14%[87.6 µM]	-12	-26%[138 µM]	x	-15%[87.6 µM]	i
CS(=O)(=O)N1CCC(OC2CCN(C(=O)NCCc3ccccc3)CC2)CC1	i	13%	-7	-1%	13%	5%	8%
COc1ccc2[nH]c(C(=O)N3C[C@@H](CO)[C@H](c4ccncc4)C3)cc2c1	3%	-21%	-10	-1%	-13%	-8%	i
O=C1CC(c2nc(-c3ccc(Cl)cc3)no2)CN1c1ccc2c(c1)OCCO2 (stereo not drawn)	x	16%	2	x	x	16%	x
Cc1nc2n(n1)C(C(=O)Nc1ccccc1)CC(=O)N2 (stereo not drawn)	4%	-20%	-13	i	0%	2%	3%
O=C1NC2(CCN(Cc3ccsc3)CC2)Oc2ccccc21	u	-17%[87.6 µM]	8	-28%[138 µM]	-6%[172 µM]	-7%[87.6 µM]	u
CCOC(=O)C1CCN(C(=O)Cc2ccc(N(Cc3cccc(F)c3)C(=O)c3ccco3)cc2)CC1	2%	-12%	4	u	-10%	-17%	u
O=C(NCCc1ccc(Cl)cc1)c1cccn1-c1nnc(N2CCCC2)s1	x	-23%	18	x	x	u	x
Cc1ccc(-c2nc(N3CCCC(C)C3)c3ccccc3n2)cc1 (stereo not drawn)	x	15%	4	x	x	4%	x
CN(C)c1ccc(-c2ccnc(N[C@H]3CO[C@H]4[C@@H]3OC[C@H]4OC(=O)Nc3cccc(C#N)c3)n2)cc1	i	-4%	-1	u	-3%	-22%	14µM*
COc1ccccc1CCNC(=O)c1nc2cccnc2n(-c2ccccc2OC)c1=O	i	12%	14	-16%	x	-11%	-23%
CCN(CC)[C@H]1[C@@H]2OC[C@@H](O2)[C@@H](NCc2ccc(OC(F)(F)F)cc2)[C@@H]1O	0%[88.5 µM]	-12%[87.6 µM]	2	4%[174 µM]	-7%[172 µM]	6%[87.6 µM]	-8%[172 µM]
Cc1cccc(N(C)C(=O)Cn2c(N3CCc4ccccc4C3)nc(C)cc2=O)c1	-3%	u	18	u	-8%	11µM*	u
COc1cc(-c2nc3nc[nH]n3c2Nc2ccc(C(C)C)cc2)ccc1O	x	-15%	-21	x	x	-24%	x
COCCCNC(=O)c1ccccc1-c1ccc(OC)nn1	x	x	11	-1%[138 µM]	x	x	0%[172 µM]
CSc1cccc(NC(=O)Cn2c(=O)n(Cc3ccccc3)c(=O)c3sc4ccccc4c32)c1	x	0%	-18	x	x	-1%	x
Cc1ccccc1S(=O)(=O)N1CCC2(CC1)CC(OCC1CC1)CCO2 (stereo not drawn)	-11%	u	-1	-19%	0%	12%[12.5 µM]	u
COC(=O)c1ccc2c(c1)N(Cc1ccc(F)cc1)C(=O)c1ccccc1S2	x	-3%	17	x	x	-2%	x
COc1ccc(CN(C)C(=O)C2(c3ccc(OC)cc3)CCOCC2)cc1	-9%	-20%	-3	-10%	x	2%	u

4 compounds picked at random from those above, as already listed:
SMILES	GPT2 inh	SNCA expr inhib	IP6K1 inh	3T3 cytotox	Luciferase inh	SNCA viab count	HEK293 tox
CCOC(=O)C1CCN(C(=O)Cc2ccc(N(Cc3cccc(F)c3)C(=O)c3ccco3)cc2)CC1	2%	-12%	4	u	-10%	-17%	u
Cc1cccc(N(C)C(=O)Cn2c(N3CCc4ccccc4C3)nc(C)cc2=O)c1	-3%	u	18	u	-8%	11µM*	u
COc1cc(-c2nc3nc[nH]n3c2Nc2ccc(C(C)C)cc2)ccc1O	x	-15%	-21	x	x	-24%	x
Cc1ccc(-c2nc(N3CCCC(C)C3)c3ccccc3n2)cc1 (stereo not drawn)	x	15%	4	x	x	4%	x

Other records:
SMILES	GPT2 inh	SNCA expr inhib	IP6K1 inh	3T3 cytotox	Luciferase inh	SNCA viab count	HEK293 tox
COc1cc(C(=O)N2CCc3c([nH]c4ccccc34)C2c2ccc(C)cc2)cc(OC)c1OC (stereo not drawn)	x	u	-3	x	x	-17%	x
O[C@@H]1C[C@@H](c2nc(-c3cccnc3)no2)N(Cc2ccccc2)C1	1%[88.5 µM]	16%[87.6 µM]	2	i	12%[172 µM]	1%[87.6 µM]	3%[172 µM]
COc1ccc(NC(=O)CSc2nc(C)cc(C)c2C(=O)Nc2ccccc2OC)cc1	x	5%	-3	x	x	-21%	x
COc1ccccc1NC(=O)O[C@H]1COCCN(c2nc3ccccc3s2)C1	i	u	9	u	7%[172 µM]	-14%[87.6 µM]	u
CC(=O)Nc1ccc(S(=O)(=O)N[C@H]2CO[C@H]3[C@@H]2OC[C@@H]3Nc2nccc(C(C)(C)C)n2)cc1	i	-23%	0	u	u	-8%	u
CN1c2cc(C(=O)NCc3ccc(F)cc3F)ccc2C(=O)N2CCCCC21 (stereo not drawn)	-5%	-26%	-1	-12%	-16%	8%[12.5 µM]	u
COc1cc(C2c3c(-c4ccccc4O)n[nH]c3C(=O)N2CCO)ccc1OCc1ccccc1 (stereo not drawn)	x	-6%	1	x	x	0%	x
Cc1cc(C)c(NC(=O)CN2C(=O)c3cccnc3Oc3ccc(C)cc32)c(C)c1	x	u	23	x	x	14%	x
CNC(=O)c1cc(C2CC2)nc2c1c(C1CCCN(C(=O)c3ccncc3)C1)nn2C (stereo not drawn)	x	x	-3	-13%	x	x	-2%
O=S(=O)(NCC1CN(CC2CC2)CC12CCCCC2)c1cccs1 (stereo not drawn)	i	13%	4	u	x	-27%	u
CC1(C(=O)NC2CC2)CCCc2cnc(Nc3ccccc3)nc21 (stereo not drawn)	i	-28%[87.6 µM]	3	-26%[138 µM]	7%[172 µM]	u	u
Cc1ccccc1-n1nc(C)c(CCC(=O)NCC2CCCO2)c1Oc1ccccc1F (stereo not drawn)	4%	6%	-8	-21%	8%	3%	u
Cc1cccc(C(=O)N2CCCC3(C2)NC(=O)N(Cc2ccccc2)C3=O)c1 (stereo not drawn)	i	u	-6	-5%	-7%	-25%	-14%
Cc1cn2nnc(C(=O)NCC3CCCCC3)c2c(=O)[nH]1	i	17%	-16	-19%	-7%	4%	-11%
Cc1ccc2cccc(NC(=O)c3ccc(-c4ccc(Br)cc4)o3)c2n1	x	-9%	11	x	x	14%	x
Cc1ccc(C(=O)N2CC(N(C)c3ccccc3C)C2)cc1	-6%[88.5 µM]	-29%[87.6 µM]	1	u	-19%[172 µM]	-15%[87.6 µM]	u
O=C1CC2(CCN(C(=O)c3ccccc3)C2)Nc2ccccc2N1 (stereo not drawn)	i	u	15	-25%	x	-11%	-16%
COc1cccc(NC(=O)C(=O)NCC(c2cccnc2)N2CCN(c3ccccc3)CC2)c1 (stereo not drawn)	x	190%[activator]	20	x	x	-1%	x
COc1ccc(-c2noc(CSc3nnc(C)n3-c3ccc(OC)cc3)n2)cc1	x	31%	-9	x	x	-2%	x
Brc1ccc(CN2CCC(c3nc4ncccc4[nH]3)C2)cc1 (stereo not drawn)	-3%&1%	0%&12%	2&9	-22%&-11%	-11%	-2%&-8%	u
COc1cc(NC(=O)N2CCC(CN3CCOCC3)CC2)cc(OC)c1OC	x	20%	-2	x	x	13%	x
OCC1CCCCN1CCNc1nccc(-c2cccnc2)n1 (stereo not drawn)	0%	-12%	8	-3%	7%	-4%	-4%
COc1ccc(-c2cc(C(=O)N3CCN(C)CC3)c3cnn(C)c3n2)cc1	-5%	-11%	1	-11%	x	2%	3%
CC(=O)O[C@H]1[C@H](O[C@H]2[C@@H]3C=CO[C@@H](O[C@@H]4O[C@H](CO)[C@@H](O)[C@H](O)[C@H]4O)[C@@H]3[C@@]3(CO)O[C@@H]23)O[C@@H](C)[C@H](OC(=O)/C=C/c2ccccc2)[C@H]1OC(=O)/C=C/c1ccccc1	5%[17.1 µM]	x	-10	x	x	10%[12.5 µM]	x
Cc1c(-c2nsc(NC(=O)c3cccs3)n2)nnn1-c1ccc(Br)cc1	x	100%[activator]	10	x	x	-10%	x
CCOc1ccc(N(C(=O)c2ccccc2F)S(=O)(=O)c2ccc3c(c2)n(C)c(=O)n3C)cc1	x	2%	10	x	x	-12%	x
CC1=Nc2cc(C(=O)NC3CCCC3)ccc2Sc2ccc(Br)cc21	x	u	0	x	x	u	x
CCc1ccccc1NC(=O)Cn1ccn(-c2cc(C)cc(C)c2)c(=O)c1=O	x	u	-4	x	x	-1%	x
CN1C(=O)[C@H]2CN(Cc3cccc(C#N)c3)C[C@H]2C1=O	i	-9%	9	-26%	10%	-5%	4%
C[S+](=O)([O-])N1CC2(Cc3ccccc31)CN(C(=O)Nc1ccc(Cl)cc1)C2	i	10%	14	u	x	-12%	-27%
Cc1cccc([S+](=O)([O-])N(C)Cc2cccn2C)c1	-11%[88.5 µM]	-9%[87.6 µM]	3	u	-1%[172 µM]	3%[87.6 µM]	-28%[172 µM]

Source: PubChem BioAssay

A portion of the library. The share of hits here may be higher or lower than overall.
